VLA-4 allo ag: allosterically activates the human VLA-4 integrin; P13612; Jurkat cells, LDV-FITC binding, flow cytometry; activation, % at 10 µM (by protocol); 24,000 tested, under 10 active; AID 528;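 active means fluorescent ligand binding to cells raised by more than 40% of the manganese-induced maximum; inconclusive means compound's own fluorescence above 85% of the ligand control signal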;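 further: 0% = ligand binding without compound and 100% = manganese-stimulated maximal binding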
Target sequence (P13612 whole entry, looked up): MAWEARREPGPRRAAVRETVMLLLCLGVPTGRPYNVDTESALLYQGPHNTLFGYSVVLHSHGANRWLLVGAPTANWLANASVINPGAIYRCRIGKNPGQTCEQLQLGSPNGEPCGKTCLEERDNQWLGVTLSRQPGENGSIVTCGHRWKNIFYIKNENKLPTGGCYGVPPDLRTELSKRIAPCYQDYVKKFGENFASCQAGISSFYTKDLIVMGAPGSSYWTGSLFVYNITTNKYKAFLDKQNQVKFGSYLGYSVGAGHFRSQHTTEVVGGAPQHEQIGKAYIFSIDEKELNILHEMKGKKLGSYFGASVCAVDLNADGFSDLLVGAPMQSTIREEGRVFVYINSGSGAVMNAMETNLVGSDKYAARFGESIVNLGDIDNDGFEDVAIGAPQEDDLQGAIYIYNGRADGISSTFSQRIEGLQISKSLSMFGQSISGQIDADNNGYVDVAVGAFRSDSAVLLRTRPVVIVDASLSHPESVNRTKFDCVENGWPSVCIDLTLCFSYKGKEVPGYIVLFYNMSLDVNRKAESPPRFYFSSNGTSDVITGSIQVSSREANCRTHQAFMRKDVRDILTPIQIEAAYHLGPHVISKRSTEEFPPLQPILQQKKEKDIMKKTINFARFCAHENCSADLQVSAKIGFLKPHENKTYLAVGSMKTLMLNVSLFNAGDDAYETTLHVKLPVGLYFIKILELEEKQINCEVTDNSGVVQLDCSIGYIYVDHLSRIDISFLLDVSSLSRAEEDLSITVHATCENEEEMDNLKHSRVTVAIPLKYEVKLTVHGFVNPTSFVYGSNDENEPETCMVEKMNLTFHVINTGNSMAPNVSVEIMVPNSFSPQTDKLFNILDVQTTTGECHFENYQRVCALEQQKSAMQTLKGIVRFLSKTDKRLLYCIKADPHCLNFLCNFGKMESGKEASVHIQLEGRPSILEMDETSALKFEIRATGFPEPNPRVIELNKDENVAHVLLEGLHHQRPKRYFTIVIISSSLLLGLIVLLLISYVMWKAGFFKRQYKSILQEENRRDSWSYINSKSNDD
Prostate diff: activators of LNCaP prostate cell differentiation | flow cytometry side scatter, 4 d | actives 0.56% (n = 24,000) | side scatter shift, % at 10 µM;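 active means side scatter shift above 30%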;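 further: androgen-responsive LNCaP prostate cancer cells in charcoal-stripped serum medium; percent of cells past a gate set so DMSO wells show 10% shift; higher shift means more granular cells and more differentiation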
Autofluor Jurkat: autofluorescence counter-screen for VLA-4 integrin assays; AID 576; Jurkat cells, compound autofluorescence, flow cytometry; hits give high values; 1 = vehicle-only cell background; actives 0.61% (n = 24,000); fluorescence ratio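 (tested at 10 µM compound in the well)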;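 active means fluorescence ratio above 2.44, which is 1 plus 3 SD of all ratios; inconclusive means signal too bright to measure linearly, ratio around 10 or more; inactive means fluorescence ratio below 2.44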;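 further: green fluorescence of cells measured with 488 nm excitation and 530 nm emission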
VLA-4 antagonist: blocks LDV-FITC ligand binding to Mn2+-activated human VLA-4 integrin; Jurkat cells, LDV-FITC binding with Mn2+, flow cytometry; 100% = Mn2+-driven binding gain fully reversed; actives 0.2% (n = 24,000); P13612; inhibition, % at 10 µM (by protocol); AID 529;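 active means inhibition above 50%; inconclusive means compound itself fluorescent, judged against control cell fluorescence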;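 further: 0% = Mn2+ stimulated cells lacking compound and 100% = ligand binding without Mn2+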
Numbers without * were called inactive; ? = inconclusive. A portion of the library. The share of hits here may be higher or lower than overall.

SMILES	VLA-4 allo ag	Prostate diff	Autofluor Jurkat	VLA-4 antagonist
Cc1[nH]c(=O)[nH]c(=O)c1S(=O)(=O)N1CCCC(C(=O)N2CCN(c3ccccc3Cl)CC2)C1 (stereo not drawn)	13	2	0.93	-4
CC1CCN(C(=O)C(Cc2ccccc2)n2cccc2)CC1 (stereo not drawn)	-7	10	1.1	12
Cc1nc2sccn2c(=O)c1CCN1CCC(=C(c2ccccc2)c2ccc(F)cc2)CC1	-1	4	1	-7
CCOC(=O)CNC(=O)Cn1cnc2c(nnn2-c2cccc(Cl)c2)c1=O	?	14	1.1	?
COC(=O)c1c(C(C)=O)cnc2ccc(Br)cc12	7	15	1	-1
O=C(NC1CCCCC1)c1sc(=S)n2c1[nH]c(=O)c1ccccc12	?	6	1.3	?
CC(=O)N1CCc2cc(S(=O)(=O)NCCC(=O)NCCc3ccccc3)ccc21	-4	16	1	-6
CSC1=C(C#N)C(c2ccc(C)cc2)C2=C(CCCC2=O)N1 (stereo not drawn)	0	12	1.1	-1
O=C(OCc1cc2ccccc2[nH]c1=O)c1ccncc1	-2	5	1.2	-6
O=c1cc(NCc2ccco2)[nH]c(=O)n1-c1ccc(Br)cc1	?	7	1.2	?
CC(=O)c1c(C)[nH]c(C(=O)NC2=NCCS2)c1C	6	13	1.1	-16
COc1ccc(-c2c(C(F)(F)F)oc3c(CN4CCN(C)CC4)c(O)ccc3c2=O)cc1	3	7	1	14
O=C(C1CCCN(S(=O)(=O)c2cccc3cccnc23)C1)N1CCN(c2ccc(F)cc2)CC1 (stereo not drawn)	0	10	1.1	45
CCOC(=O)C1CCN(C(c2cc3cc(C)cc(C)c3[nH]c2=O)c2nnnn2C2CCCCC2)CC1 (stereo not drawn)	6	22	1.1	-10
CCNc1nc(SCCOc2ccc(C)cc2)nc(N(C)C)n1	-3	9	1.1	-9
C/C=C(\CS(=O)(=O)c1ccccc1)S(=O)(=O)c1ccccc1	2	8	1	-14
CC(C)N(Cc1nc(-c2ccccc2)no1)C(=O)CCCN1C(=O)c2ccccc2C1=O	-16	3	1.1	-3
Cc1c(NC(=O)C(C)Oc2ncnc3ccccc23)c(=O)n(-c2ccccc2)n1C (stereo not drawn)	0	2	1.1	-10
Cc1ccc2nc(SC(C)C(=O)N3CCCC3)[nH]c2c1 (stereo not drawn)	?	13	1.1	?
C=CCn1c(COc2ccc(Cl)cc2)nnc1SCC(=O)N1CC(=O)Nc2ccccc21	-10	13	1.1	-2
Cc1cc(C)c2c(=O)n(CC(=O)NCCCN3CCN(c4ccccc4F)CC3)sc2n1	-4	6	1.4	5
Cc1nnc(SC(=O)N2c3ccccc3Sc3ccccc32)s1	-14	11	1	4
Cc1cc(NC(=O)CSc2nnc(-c3ccc4c(c3)OCCO4)o2)no1	-3	16	1.1	-8
CCOC(=O)CNC(=O)Cn1c(C)cc2ccccc2c1=O	-2	8	0.98	1
O=C(c1cncc(Br)c1)N1CCN(c2ccc(N3CCOCC3)nn2)CC1	3	6	1	-8
COc1cc(C(=O)Nc2ccc(-c3nc4cc(C)ccc4o3)c(O)c2)cc(OC)c1OC	-6	5	1	12
CN(C)c1ccc(NC(=O)c2cc3c(=O)n4ccccc4nc3n2C)cc1	1	23	1.1	1
CCn1cc(C2=NOC(C(=O)Nc3cccc(C(C)=O)c3)C2)c(C)n1 (stereo not drawn)	3	13	1.1	-6
O=C(NCc1ccc2c(c1)OCO2)C1CCC(CNc2c(N3CCCCC3)c(=O)c2=O)CC1 (stereo not drawn)	2	7	1	-17
Cc1cc(C)c(S(=O)(=O)Nc2cccnc2)c(C)c1	0	6	0.98	-17

Reprinted from the part before: seven entries; new compounds follow.
SMILES	VLA-4 allo ag	Prostate diff	Autofluor Jurkat	VLA-4 antagonist
CCOC(=O)CNC(=O)Cn1c(C)cc2ccccc2c1=O	-2	8	0.98	1
O=C(c1cncc(Br)c1)N1CCN(c2ccc(N3CCOCC3)nn2)CC1	3	6	1	-8
COc1cc(C(=O)Nc2ccc(-c3nc4cc(C)ccc4o3)c(O)c2)cc(OC)c1OC	-6	5	1	12
CN(C)c1ccc(NC(=O)c2cc3c(=O)n4ccccc4nc3n2C)cc1	1	23	1.1	1
CCn1cc(C2=NOC(C(=O)Nc3cccc(C(C)=O)c3)C2)c(C)n1 (stereo not drawn)	3	13	1.1	-6
O=C(NCc1ccc2c(c1)OCO2)C1CCC(CNc2c(N3CCCCC3)c(=O)c2=O)CC1 (stereo not drawn)	2	7	1	-17
Cc1cc(C)c(S(=O)(=O)Nc2cccnc2)c(C)c1	0	6	0.98	-17
O=C(CSc1nnnn1-c1ccccc1Cl)Nc1ccc2c(c1)OCCO2	-2	6	1	-1
CC(C)Cc1cc(C(=O)NCCCN2CCOCC2)no1	4	4	0.99	18
CCOC(=O)N1CCN(c2c(NCCN3CCCCC3CC)c(=O)c2=O)CC1 (stereo not drawn)	2	6	0.96	-14
CCN=C1SC(CC(=O)Nc2sc(C)c(C)c2C(=O)OC)C(=O)N1CC (stereo not drawn)	-2	3	1.3	2
CN(Cc1cnn(C)c1)C(=O)c1cc2ccccc2oc1=O	2	12	1	-22
COc1ccc(C2C(C(=O)NCCN(C)C)c3ccccc3C(=O)N2C)cc1OC (stereo not drawn)	0	0	1	7
Cc1cccc(CCNC(=O)C2CCCN(S(=O)(=O)c3cnc[nH]3)C2)c1 (stereo not drawn)	2	6	1	-1
CC1CCc2c(C(=O)NCCN3CCOCC3)csc2C1 (stereo not drawn)	1	12	1	-6
COc1ccc(N2CCN(c3cc(C)c4ccc(O)cc4n3)CC2)cc1	-6	4	1.1	23
CCS(=O)(=O)N1CCCC(c2nc(-c3cccc(OC)c3)no2)C1 (stereo not drawn)	8	13	1	-4

Compound profiles, as listed above. Values in the order: VLA-4 allo ag | Prostate diff | Autofluor Jurkat | VLA-4 antagonist
Profile of CCS(=O)(=O)N1CCCC(c2nc(-c3cccc(OC)c3)no2)C1 (stereo not drawn) : 8 | 13 | 1 | -4
Profile of O=C(CSc1nnnn1-c1ccccc1Cl)Nc1ccc2c(c1)OCCO2 : -2 | 6 | 1 | -1
Profile of CCN=C1SC(CC(=O)Nc2sc(C)c(C)c2C(=O)OC)C(=O)N1CC (stereo not drawn) : -2 | 3 | 1.3 | 2

Continuation:
SMILES	VLA-4 allo ag	Prostate diff	Autofluor Jurkat	VLA-4 antagonist
O=C(NC1(C(F)(F)F)N=C2SCCN2C1=O)c1ccco1 (stereo not drawn)	7	22	1	-21
CCCCN(CCCNC(=O)C1CCN(S(=O)(=O)N2CCOCC2)CC1)c1ccccc1	-3	2	1.1	19
CC1CN(C(=O)CCn2c(=O)oc3ccccc32)CC(C)O1 (stereo not drawn)	0	5	1.1	-19
CCN(CCCNC(=O)C1CCN(S(=O)(=O)N2CCOCC2)CC1)c1cccc(C)c1	10	11	1	15
FC(F)(F)c1cc(-c2ccco2)nc(NCc2cccs2)n1	?	12	1.4	?
Cn1c(C(=O)NCc2cccnc2)cc2sccc21	4	13	1.1	0
CSCC[C@@H](C(=O)O)N1Cc2ccccc2C1=O	-3	3	1	-7
O=C(Nn1c(C2CC2)nc2ccccc2c1=O)c1ccco1	-2	3	0.92	-30
CCN(CCCNC(=O)CC(C(=O)N1CCc2ccccc21)n1ccnc1)c1cccc(C)c1 (stereo not drawn)	-7	5	1.1	-15
O=C(CCn1c(=O)oc2ccccc21)NC1=NCCS1	4	10	1	-9
Cc1ccc(N(CC(=O)Nc2cccc(C)c2)S(=O)(=O)c2cccc3nonc23)cc1	-19	4	1.1	41
CC(Cc1ccc(O)c(O)c1)C(C)Cc1ccc(O)c(O)c1 (stereo not drawn)	-2	1	1	-14
CCC(C)(C(=O)NC1CCCC1)N(C(=O)c1cnccn1)c1ccccc1 (stereo not drawn)	11	6	0.95	0
C=CCOc1cccc(C2/C(=C(\O)c3ccc(F)cc3)C(=O)C(=O)N2CCN(C)C)c1 (stereo not drawn)	1	12	1	-17
CCC(C)(C(=O)NC1CCCCC1)N(Cc1ccco1)C(=O)c1cnccn1 (stereo not drawn)	5	5	0.99	-15
O=C(C1CC1(c1ccccc1)c1ccccc1)N1CCOCC1 (stereo not drawn)	0	10	0.92	-14
O=C(NCC1CCCCN1)c1cc(OCC(F)(F)F)ccc1OCC(F)(F)F (stereo not drawn)	0	4	1	-12
COc1cccc(-c2cc(C(=O)Nc3ccccc3SC)no2)c1	-6	11	1.2	24
COc1ccc(CCNC(=O)C2CCN(S(=O)(=O)N3CC(C)CC(C)C3)CC2)cc1OC (stereo not drawn)	6	10	0.9	-16
O=[n+]1c2c(n([O-])c3cc(F)c(F)cc31)CCCC2	3	5	0.92	0
COC(=O)CN1C(=O)C2(C(C#N)=C(N)Oc3cc(C)oc(=O)c32)c2ccccc21 (stereo not drawn)	1	15	1.1	-5
COc1cccc(NC(=O)c2nnn(Cc3ccc(Br)cc3F)c2N)c1	3	5	0.93	-5
CCCN(CCC)CCNC(=O)c1cc2c(C)nc3ccccc3c2o1	-5	4	1.2	6
Cn1c(CSc2nnc(SCc3ccccc3)s2)nc2ccccc21	-4	6	1	18
CCCCNC(=O)CSc1nc2cc3c(cc2c(=O)n1CCCN(CC)CC)OCO3	-7	8	1.2	11
Cc1[nH]c(=O)c(C#N)c(C)c1Br	-4	14	1.2	7
COc1cc(C)c(S(=O)(=O)NCc2ccc3c(c2)OCO3)cc1C	0	9	1.1	-11
COCCNC(=O)NC(=O)COC(=O)Cc1ccc2c(c1)OCCO2	-2	6	1	-3
COc1cc(OC)c(C2N(c3ccc(Cl)c(Cl)c3)C(=O)C3CCCN32)cc1OC (stereo not drawn)	4	4	1.1	-13
CN(C(=O)c1cc2n(n1)C(C(F)(F)F)CC(c1ccco1)N2)c1ccc(OC(F)(F)F)cc1 (stereo not drawn)	-1	5	1	12
O=C(NCc1ccccc1)c1ccc(F)c(S(=O)(=O)N2CCOCC2)c1	4	9	1	-20
CCOC(=O)c1c(C)c(C(=O)NCCCOC(C)C)c(C)n1C	0	13	1.1	-3
Cc1oc(-c2ccc(Cl)cc2)nc1CS(=O)CC(=O)NCCN1CCCC1 (stereo not drawn)	-2	11	0.81	-11
C=CCOC(=O)C1=C(C)OC(N)=C(C#N)C1c1ccc(F)cc1 (stereo not drawn)	-2	7	1.2	-4
CCC1(c2ccccc2)C(=O)NCNC1=O	4	2	1	-2
Cc1ccc(-c2cc(C)nc3ncnn23)cc1	-8	6	0.98	8
COc1ccc(C(=O)O)cc1NS(=O)(=O)c1cccc2nsnc12	-2	5	0.97	-26
COc1ccc(NC(=O)N2CCN(c3nc(-c4cccc(OC)c4)cs3)CC2)cc1	-13	5	1.3	19
Cc1nc2ccccc2c2oc(C(=O)N3CCc4ccccc43)cc12	-7	3	1.1	-7
C/C=C/Cn1c(SCCCc2ccccc2)nc2c1c(=O)[nH]c(=O)n2C	-6	4	1.1	4
CC(=O)N1CCCc2cc(S(=O)(=O)NCc3ccc(C)cc3)ccc21	6	10	1	-6
O=C(CCn1c(=S)[nH]c2cc3c(cc2c1=O)OCO3)NCCN1CCCC1	11	1	0.97	-19
COCCCNC(=O)CCc1nc(-c2ccccc2Cl)no1	10	14	0.99	-37
CCn1cc(C(=O)NCc2ccc(Cl)cc2)c(=O)c2cc(S(=O)(=O)N3CCOCC3)ccc21	?	15	0.82	?
CC(C)N(CCCNC(=O)CC1Oc2ccccc2NC1=O)Cc1ccccc1 (stereo not drawn)	1	11	1.1	-6
Cc1cc(NC(=O)CSc2nc3ccccc3n2CC(=O)N2CCCCC2)no1	4	5	0.94	-12
CCOc1cc(C2CC(=O)NC3=C2C(=O)C(C(=O)OC)C(C)C3)cc(Cl)c1O (stereo not drawn)	?	15	1.1	?
COc1ccc(OC(C)C(=O)N2CC(C)OC(C)C2)cc1 (stereo not drawn)	-2	4	1	-9
CCC(C)C(=O)Nc1nc2c(s1)C(=O)CC(C)(C)C2 (stereo not drawn)	10	9	0.95	-18
Cn1c(Cn2c(=O)sc3ccccc32)nnc1SCC(=O)N1CCN(c2ccccc2)CC1	-4	2	1.1	18
Remaining list, next part
SMILES	VLA-4 allo ag	Prostate diff	Autofluor Jurkat	VLA-4 antagonist
CCCC(=O)Nc1cccc(-c2cn3ccsc3n2)c1	3	3	1	-8
CC(=O)Nc1cccc(-c2nnc(-c3ccccc3)o2)c1	6	13	1.1	-16
Cc1ccccc1CS(=O)(=O)Cc1ccc(C(=O)NCC2CCCO2)o1 (stereo not drawn)	4	7	1.1	-13
Cc1ccc(C(=O)Nc2c3c(nn2C(C)(C)C)CS(=O)(=O)C3)cc1C	2	10	0.97	5
CCOC(=O)c1sc(NC(=O)CNC(=O)Cn2cnc3sc(C)c(C)c3c2=O)nc1C	-4	12	1.1	-20
COc1ccc(NC(=O)CCS(=O)(=O)c2cccc3nonc23)c(OC)c1	-7	6	1.1	-5
CCOc1ccc(NC(=O)CN(C)CC(=O)NC2CCCc3ccccc32)cc1OCC (stereo not drawn)	-4	4	1	-12
CNC[C@H](O)c1cccc(O)c1	0	5	1	-20
CCOC(=O)c1[nH]nc(C(=O)c2ccc(Br)cc2)c1O	1	18	1	-18
Cc1ccc(S(=O)(=O)N2CCC(C(=O)N3CCC(C(=O)NCc4cccnc4)CC3)CC2)cc1	11	25	1.1	-26
COc1cccc(NC(=O)C2CCCN2C(=O)OCc2ccccc2)c1 (stereo not drawn)	-5	11	1	5
Cc1cccc(N2CN=c3s/c(=C\c4ccncc4)c(=O)n3C2)c1	-6	7	1.1	-2
